Nrf2 activator: qHTS of Nrf2 Activators | actives 0.31% (n = 410,000) | AREc32 ARE-luciferase reporter (MCF7-derived line), luminescence, 24 h | Potency, µM (series often up to 46.1 µM), without a hit: at the highest dose activation, usual class: activators; note: potency is the fitted concentration of half-maximal effect; % of control where 0% means no effect; nearly all actives have a fitted effect of over 65% in size
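AREc32 cells carrying an ARE-driven firefly luciferase reporter were seeded at 1000 cells/well in OPTI-MEM with 5% FBS, then exposed to compound for 24 hr at 37 deg C. Luminescence was read with Steady-Glo after 30 min at RT.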
S2 tox: Viability Counterscreen for Primary qHTS for Inhibitors of ATXN expression | S2 cells (HEK-293 line with an ATXN2-luciferase reporter) viability, CellTiter-Fluor protease fluorescence, 24 h | Potency, µM (series often up to 56.7 µM), usual class: cytotoxic | actives 0.49% (n = 400,000) | AID 651635, 2014; note: potency is the fitted concentration of half-maximal effect; nearly all actives have a fitted effect of over 40% in size
Nrf2 block: Nrf2 qHTS screen for inhibitors. Potency, µM (doses to about 46 µM), for the others: at the top dose activity change, negative = inhibition, hits mostly inhibitors. A549 ARE-Fluc reporter, luciferase luminescence, 18-24 h. actives 2.1% (n = 360,000). AID 504444, 2011; note: potency is the fitted concentration of half-maximal effect; % is set by controls: 0 for no effect and ±100 for the full control effect; nearly all actives have a fitted effect of over 60% in size
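Reporter: ARE-Fluc in A549. Exposure: 18-24 h, 37 °C, 5% CO2, 5% FBS OPTI-MEM. Readouts: fluorescent cytotoxicity (CellTiter-Fluor), then luminescent Nrf2 signal after BugLite.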
A549 viability: Nrf2 qHTS screen for inhibitors: counterscreen for cytotoxicity; actives 0.16% (n = 390,000); A549 ARE-Fluc cells, CellTiter-Fluor viability, 18-24 h; Potency, µM (titrated, usually from 46 µM), inactives show at the highest dose activity change, negative = cytotoxicity, usual class: inhibitors; note: potency is the fitted concentration of half-maximal effect; % is set by controls: 0 for no effect and ±100 for the full control effect
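Cytotoxicity counterscreen: CellTiter-Fluor fluorescence was measured in A549 ARE_Fluc cells after 18-24 h of compound exposure in a concentration series. The subsequent BugLite luminescent read reports ARE-luciferase activity.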
IL-2 act: qHTS of IL-2 Activators | AID 652025, 2013 | actives 0.065% (n = 360,000) | activation, % (series mostly up to about 46 µM) | IL-2 activation reporter assay, cell-based qHTS; stimulated with anti-CD3/CD4/CD28 beads; in transgenic mouse T cells; in the data active = activation above about 50%; inconclusive = mostly about 30% to 49%; note: 0% is about no effect
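Unstimulated transgenic mouse T cells, 750 per well, received compound and, after 60 minutes, anti-CD3/anti-CD4 bead plus anti-CD28 stimulation. EGFP and DsRed were quantified after 18 hours.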
TGFb inhibitor: qHTS for Inhibitors of TGF-b; AID 588855, 2011; HepG2 CAGA-GFP TGF-b/SMAD3 reporter, GFP fluorescence, 18 h; TGF-beta stimulated, 500 pg/mL final; Potency, µM (highest dose often 46.1 µM), for inactives: at the highest dose activity, negative = inhibition, usual class: inhibitors; actives 1.2% (n = 410,000); note: potency is the fitted concentration of half-maximal effect; % is set by controls: 0 for no effect and ±100 for the full control effect; nearly all actives have a fitted effect of over 65% in size
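Per well, imaged GFP fluorescence of HEPG2 CAGA-GFP cells gives the signal; cells get compound, then TGF-beta (500 pg/mL final), 18 h at 37 degrees C; %Activity versus -TGF-beta and +DMSO controls.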
ATXN2 expr inh: Primary qHTS for Inhibitors of ATXN expression. actives 0.72% (n = 360,000). Potency, µM (highest dose often 57 µM), without a hit: at the top dose activity change, negative = inhibition, hits mostly inhibitors. HEK-293 ATXN2-luciferase reporter, luminescence, 24 h; note: potency is the fitted concentration of half-maximal effect; % is set by controls: 0 for no effect and ±100 for the full control effect; nearly all actives have a fitted effect of over 55% in size
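qHTS (up to 57 uM final) was run with 24 h compound exposure of reporter cells at 37 °C. Each well was multiplexed: SteadyGlo luminescence measured ATXN2-luciferase expression after a fluorogenic Gly-Phe-AFC viability readout (25 uM final).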
EPAC2 agonist: qHTS for Agonist of cAMP-regulated guanine nucleotide exchange factor 4 (EPAC2): primary screen; EPAC2 activation, biochemical qHTS; response scale: 100% = 6.5 mM cAMP response; actives 0.079% (n = 360,000); Potency, µM (titrated, usually from 154 µM), without a hit: at the top dose activation, usual class: activators; note: potency is the fitted concentration of half-maximal effect; nearly all actives have a fitted effect of over 50% in size
Target sequence (Q8WZA2 whole entry, looked up): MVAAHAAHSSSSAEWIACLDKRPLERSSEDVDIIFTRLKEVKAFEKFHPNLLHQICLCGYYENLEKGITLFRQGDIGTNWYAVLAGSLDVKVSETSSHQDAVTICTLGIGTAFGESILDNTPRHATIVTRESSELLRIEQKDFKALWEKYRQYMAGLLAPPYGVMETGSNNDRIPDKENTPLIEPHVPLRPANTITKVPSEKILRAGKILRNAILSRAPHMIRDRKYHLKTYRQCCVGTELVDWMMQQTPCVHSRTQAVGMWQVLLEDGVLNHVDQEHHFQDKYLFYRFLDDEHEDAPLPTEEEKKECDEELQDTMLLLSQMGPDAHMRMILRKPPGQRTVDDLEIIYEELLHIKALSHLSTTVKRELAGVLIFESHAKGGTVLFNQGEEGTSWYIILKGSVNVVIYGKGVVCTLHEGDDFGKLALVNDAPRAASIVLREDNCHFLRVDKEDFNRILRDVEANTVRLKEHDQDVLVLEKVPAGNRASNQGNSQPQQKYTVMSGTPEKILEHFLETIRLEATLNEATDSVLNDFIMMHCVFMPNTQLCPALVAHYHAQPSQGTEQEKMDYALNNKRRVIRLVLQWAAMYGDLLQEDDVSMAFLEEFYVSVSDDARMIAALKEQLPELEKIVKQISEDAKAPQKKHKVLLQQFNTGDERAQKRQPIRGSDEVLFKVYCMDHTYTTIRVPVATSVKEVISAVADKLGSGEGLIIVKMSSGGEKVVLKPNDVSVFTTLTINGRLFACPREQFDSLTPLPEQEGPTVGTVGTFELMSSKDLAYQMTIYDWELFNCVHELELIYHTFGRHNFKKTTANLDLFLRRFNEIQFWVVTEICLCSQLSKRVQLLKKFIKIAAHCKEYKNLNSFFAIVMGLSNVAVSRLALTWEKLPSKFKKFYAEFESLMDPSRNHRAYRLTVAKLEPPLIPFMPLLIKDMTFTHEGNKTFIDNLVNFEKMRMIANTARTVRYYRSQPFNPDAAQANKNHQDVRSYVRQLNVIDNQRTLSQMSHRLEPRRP
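Fluorescence exchange assay: 100 nM EPAC2 with 250 nM RAP1B-BODIPY-GDP and 50 uM GDP; compounds tested as a concentration-titration series (qHTS). Loss of Rap1-bound BODIPY-GDP fluorescence read at 480/540 nm; data normalized to 6.5 mM cAMP.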
HepG2 viability: qHTS for Inhibitors of TGF-b: Cytotox Counterscreen. Potency, µM (highest dose often 46.1 µM), for inactives: top-dose activity change, negative = cytotoxicity, usual class: cytotoxic. actives 0.76% (n = 410,000). HepG2 CAGA-GFP viability, ATP luminescence, 18 h. AID 588856, 2011; note: potency is the fitted concentration of half-maximal effect; some results filed as inactive show a strong effect at the top dose
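HepG2 CAGA-GFP cells (1000/well, DMEM with 1% FBS) received compound, then TGF-beta at 500 pg/mL final, and were incubated 18 hours at 37 degrees C. Viability was read by CellTiter-Glo luminescence. Media-only wells were set as complete cell-killing and DMSO as no toxicity.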
Numbers without * were called inactive; i = inactive; ? = inconclusive; . = no result given; & = joins results of further samples; [ ] = remark or other dose. Unless noted, calls come from the whole dose curve; as a rule, active = well fitted curve in the direction sought with a large enough effect; inconclusive = small, poorly fitted or top-dose-only effect, or another doubt; inactive = no such curve, though single readings can be large; an effect the other way counts as inactive or inconclusive.

SMILES | Nrf2 activator | S2 tox | Nrf2 block | A549 viability | IL-2 act | TGFb inhibitor | ATXN2 expr inh | EPAC2 agonist | HepG2 viability
COc1ccc(-c2nnc(SC(C)C(=O)Nc3nccs3)n2-c2ccccc2)cc1OC (stereo not drawn) | 2.3% | ? | -2% | 1% | -0.3 | 9% | 5% | -4% | 4%
Cc1oc(-c2ccc(F)cc2)nc1CN1CCCC(C(=O)N2CCOCC2)C1 (stereo not drawn) | -0.3% | i | 1% | 0% | -2.4 | -2% | 2% | 2% | -11%
CCN1CCc2c(sc(-n3cccc3)c2C(CCC(C)C)NC(=O)NCCC(=O)OC)C1 (stereo not drawn) | 8.5% | . | ? | -2% | . | ? | . | . | -33%
O=C(Nc1cccc(-c2nc3ncccc3o2)c1)c1ccc(-c2cccc(Cl)c2Cl)o1 | 0.4% | ? | 5.8µM* | -6% | . | -16% | ? | . | -4%
O=[N+]([O-])c1ccc2nc(CCCc3nc4ccc([N+](=O)[O-])cc4[nH]3)[nH]c2c1 | 0.3%[9.22 µM] | i | -5% | 3% | 0.1 | 0% | 10% | 3% | 11%
Cc1cc([N+](=O)[O-])nn1CC(=O)NCCc1c[nH]c2ccccc12 | -0.5% | i | -9% | 2% | -1.9 | -18% | -14% | 18% | -25%
COc1ccc(C(=O)CCC(=O)Nc2ccc(Cl)cc2)cc1 | -0.4% | i | -17% | -5% | 2.6 | 3% | -21% | -5% | -7%
COc1ccc(NC(=O)c2sc3nc(-c4ccc(OC)cc4)cc(C(F)(F)F)c3c2N)cc1 | 5.3% | . | 13% | -5% | . | 11% | . | . | -38%
Cc1ccc(NC(=O)CNc2ccc(Cl)c(Cl)c2)cc1S(=O)(=O)N(C)C | -0.6%[9.22 µM] | ? | 12µM* | ? | -0.4 | 10µM* | ? | 11% | -25%
CSc1ccccc1NC(=O)Nc1ccccc1 | 0.0% | i | 0% | -5% | -2.7 | -23% | 19% | 11% | -32%
COc1cccc(N=CC2=C(O)CC(C)(C)CC2=O)c1 | 0.5% | i | ? | 10% | 1.1 | -1% | -6% | 4% | 4%
Cc1ccc2c(c1)C1(OCCCO1)C(=O)N2CC#N | 0.1% | i | -1% | 9% | -1.1 | 3% | . | 5% | -2%

3 of these compounds in a different format:
| canonical_smiles | Nrf2 activator | S2 tox | Nrf2 block | A549 viability | IL-2 act | TGFb inhibitor | ATXN2 expr inh | EPAC2 agonist | HepG2 viability |
| --- | --- | --- | --- | --- | --- | --- | --- | --- | --- |
| COc1ccc(-c2nnc(SC(C)C(=O)Nc3nccs3)n2-c2ccccc2)cc1OC (stereo not drawn) | 2.3% | ? | -2% | 1% | -0.3 | 9% | 5% | -4% | 4% |
| Cc1oc(-c2ccc(F)cc2)nc1CN1CCCC(C(=O)N2CCOCC2)C1 (stereo not drawn) | -0.3% | i | 1% | 0% | -2.4 | -2% | 2% | 2% | -11% |
| CCN1CCc2c(sc(-n3cccc3)c2C(CCC(C)C)NC(=O)NCCC(=O)OC)C1 (stereo not drawn) | 8.5% | . | ? | -2% | . | ? | . | . | -33% |

Continued.
SMILES | Nrf2 activator | S2 tox | Nrf2 block | A549 viability | IL-2 act | TGFb inhibitor | ATXN2 expr inh | EPAC2 agonist | HepG2 viability
CCOc1ccc(N(C)C(=O)c2oc(=O)c3ccccc3c2-c2ccccc2)cc1 | -1.8% | . | ? | 1% | . | 16µM* | . | . | -31%
CN(C)Cc1csc(Nc2ccc(C(F)(F)F)cn2)n1 | 7.0% | i | . | . | 0.9 | 41%[activator] | 2% | 8% | -35%
CCn1c(NC(=O)c2ccc(F)cc2)c2ccccc2nc1=O | -0.5% | i | 10% | -6% | -0.3 | 0% | 10% | -13% | 2%
Cc1[nH]nc(SCC(=O)N(C)c2ccccc2)c1[N+](=O)[O-] | 0.3% | i | -2% | -3% | 0.4 | -7% | . | 2% | 9%
O=C(COc1ccc(C(=O)c2ccccc2)cc1)NC1CCCCC1 | 0.0% | i | -4% | -3% | -3.7 | 3% | -3% | 8% | -1%
Cn1c(=O)c2c(SCC(=O)Nc3ccc(F)cc3F)nc(C3CCCC3)nc2n(C)c1=O | 0.0% | ? | . | -13% | . | 1% | -4% | . | 0%
COc1ccc(NC(=O)C2CCCN(S(=O)(=O)c3cccs3)C2)cc1 (stereo not drawn) | 0.1% | i | -26% | 0% | . | -17% | -14% | . | -13%
COc1ccc(C)cc1NC(=O)c1cc(S(=O)(=O)N2CCOCC2)cn1C | -0.2%&-0.8% | i | ? | -3%&13% | -0.2 | -3%&-2% | -15% | 6% | 0%&0%
CCc1cccc(C)c1NC(=O)CN(C)S(=O)(=O)c1cccc2nsnc12 | -0.4% | i | 4% | 0% | . | ? | -8% | . | -16%
COc1cccc(C2NC(=S)NC(C)=C2C(=O)c2ccccc2)c1OC (stereo not drawn) | -0.1%[9.22 µM] | i | 6% | -10% | -0.2 | -25% | 5% | 3% | 5%
COc1cccc(NC(=O)C(C)Oc2ccccc2)c1 (stereo not drawn) | -0.3% | i | 9% | 7% | 0.9 | 18% | -2% | 14% | -13%
O=c1cc(N2CCCCCC2)[nH]c(=O)n1-c1ccccc1Cl | 0.1% | i | -13% | 0% | 1.1 | ? | . | 16% | -8%
Cc1cccc(N2CN(Cc3ccco3)CNC2=S)c1 | -0.6% | i | 6% | 10% | -3.6 | -18% | -8% | 10% | -21%
COc1ccc(NC(=O)c2ccc(NC(=O)CCS(=O)(=O)c3cccs3)cc2)cc1 | 6.7%&25% | ? | 1%&8% | 11%&-3% | 1.0 | 8%&-37% | -13%&-19% | 10% | -3%&-27%
CC(=O)c1ccc(NS(=O)(=O)c2cc3c(cc2C)N(C)CCO3)cc1 | -0.1% | i | -29% | -18% | -1.3 | -13% | -18% | 7% | -44%
COc1ccc(C(=O)NCCn2cc(SCC(N)=O)c3ccccc32)cc1 | 4.2% | ? | ? | -3% | 0.4 | 2% | 8% | -5% | 0%
Cc1cc(C)nc(Nc2nc(C(N)c3ccccc3)cs2)n1 (stereo not drawn) | -0.3% | i | . | . | 0.8 | 6% | -19% | 7% | -26%
Cc1c(C(=O)N(C)Cc2ccccc2)oc2ccc(S(=O)(=O)N3CCCC3)cc12 | -0.1% | i | -24% | 0% | 0.1 | -9% | -12% | 7% | -43%
NNC(=O)c1cc(-c2ccc(N)cc2)nc2ccc(Br)cc12 | 3.5% | i | -14% | -24% | 0.3 | ? | . | 0% | -114%
COC(=O)c1[nH]c2c(c1C)C(=O)CC(c1cc(OC)c(OC)c(OC)c1)C2 (stereo not drawn) | 3.3% | i | 9.2µM* | 0% | -0.1 | 5% | . | 0% | 3%
OCc1cn(-c2ccccc2)nc1-c1cc2ccccc2o1 | 7.8% | i | ? | -1% | -2.2 | ? | 107%[activator] | 14% | -24%
COC(=O)c1nn(-c2ccccc2)c(-c2ccccc2)c1C(=O)c1ccccc1 | 4.0% | i | -3% | -4% | 0.5 | 11% | 0% | 12% | 2%
Cc1cc[n+](-c2[nH]c(=O)sc2/C=N/N=C(\[O-])c2ccccc2)cc1 | 2.9% | i | 4% | -12% | -1.1 | -1% | 8% | 13% | -9%
O=C(COC(=O)Cc1cccs1)Nc1ccccc1Cl | 2.0% | i | 0% | 3% | 1.3 | 43%[activator] | -22% | 9% | 20%

Marked active in TGFb inhibitor (from the list above):
| compound | IL-2 act | TGFb inhibitor |
| --- | --- | --- |
| Cc1ccc(NC(=O)CNc2ccc(Cl)c(Cl)c2)cc1S(=O)(=O)N(C)C | -0.4 | 10µM* |
| CCOc1ccc(N(C)C(=O)c2oc(=O)c3ccccc3c2-c2ccccc2)cc1 | . | 16µM* |

(cont.)
SMILES | Nrf2 activator | S2 tox | Nrf2 block | A549 viability | IL-2 act | TGFb inhibitor | ATXN2 expr inh | EPAC2 agonist | HepG2 viability
Cc1ccccc1NC(=O)c1nnn(-c2ccc3c(c2)OCCO3)c1N | 2.7% | i | -17% | -1% | -2.8 | -16% | 45%[activator] | 11% | 0%
Cc1ccc2c(C(=O)CN3CCC4(CC3)OCCO4)c(C)[nH]c2c1 | -0.3% | i | 17% | 1% | -0.8 | 1% | -2% | -1% | 3%
COC(=O)C1CC2=C(CCC2=O)N(c2ccccc2)C1=O (stereo not drawn) | -0.9% | i | 10% | -5% | 0.3 | 3% | 14% | 10% | 1%
O=C(CSc1nc2ccccc2nc1Cc1ccc(Cl)cc1)Nc1ccc2c(c1)OCO2 | 6.9% | . | . | 5% | . | -29% | . | . | -7%
COc1ccc(Nc2ccncc2[N+](=O)[O-])cc1 | -0.1% | i | 5% | -11% | -0.2 | -6% | -11% | -2% | 7%
COc1ccc(NC(=O)C2(C)CCN2Cc2ccc(OC(C)C)cc2)cc1OC (stereo not drawn) | 1.1% | i | . | . | -0.6 | -22% | 0% | 4% | -14%
O=C(CCn1c(=O)c2sccc2n(Cc2cccc(F)c2)c1=O)NCc1ccc2c(c1)OCO2 | 0.7% | . | 7% | -4% | . | -9% | . | . | 2%
Cc1ccc(CN2C3=NCCCN3c3ccccc32)cc1 | 0.4% | i | -12% | 5% | 1.1 | ? | -19% | 10% | -33%
